ARFGAP1 inh = inhibits rat ARF GTPase activating protein 1; Arfgap1-stimulated ARF1 GTP hydrolysis, GDP FP detection; AID 651572; 360,000 compounds, 0.26% hits; inhibition, % at 16.5 µM; Q62848;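 active means inhibition above a per-plate limit, mean inhibition of low control wells plus 3 SD, cut at about 25% in these data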;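 further: 0% = DMSO wells with enzyme and 100% = wells lacking Arfgap1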
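Material – truncated rat Arfgap1 GAP domain · Buffer or medium – HEPES-based buffer, pH 7.5 · Reagent – human ARF1(Δ1-17)-GTP substrate · Dosing – 16.5 µM single point, 1.26% DMSO · Schedule – GTP hydrolysis reaction 2 h at 25 °C · Technique – GDP detection by fluorescence polarization · Benchmarks – No-Arfgap1 wells (100%) versus DMSO full-reaction wells (0%) · Repeats – single replicate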
Tn6 DDE FP = disrupts Tn6 cyclic peptide binding to fibrin D-Dimer-E complex | 370,000 compounds, 0.21% hits | inhibition, % at 8.3 µM | P02675 | Fibrin DD(E) TRITC-Tn6 fluorescence polarization displacement;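 active means inhibition above a per-campaign cutoff: mean of compounds within control limits plus 3 SD, cut at about 15% in these data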;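 further: 0% = median of all compound wells on the plate and 100% = blocking peptide control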
KLK7 zymogen act = activates the human kallikrein-7 zymogen. purified proKLK7, EDANS-DABCYL substrate fluorescence; 100% is mature enzyme control, 0% vehicle. activation, % at 7 µM. AID 652039. 370,000 compounds, 0.9% hits;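 active means activation above the mean of all tested compounds plus 3 SD, computed per campaign excluding outliers beyond control limits, cut at about 13% in these data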
ADAM17 inh = inhibitors of human ADAM17 | recombinant ADAM17, EDANS/DABCYL FRET peptide cleavage | 370,000 compounds, 0.83% hits | AID 720648 | P78536 | inhibition, % at 6.95 µM;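 active means inhibition above the mean of compounds lying between control limits plus 3 SD, set per campaign, cut at about 8.5% in these data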;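 further: 0% = DMSO-only wells as the low control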
PLCg1 inh = inhibitors of human phospholipase C gamma1; inhibition, % at 12.2 µM; 370,000 compounds, 0.84% hits; purified PLC-gamma1, fluorogenic substrate, fluorescence; P19174; in the data active means inhibition above about 9.5%
Target sequence (P19174 whole entry, looked up): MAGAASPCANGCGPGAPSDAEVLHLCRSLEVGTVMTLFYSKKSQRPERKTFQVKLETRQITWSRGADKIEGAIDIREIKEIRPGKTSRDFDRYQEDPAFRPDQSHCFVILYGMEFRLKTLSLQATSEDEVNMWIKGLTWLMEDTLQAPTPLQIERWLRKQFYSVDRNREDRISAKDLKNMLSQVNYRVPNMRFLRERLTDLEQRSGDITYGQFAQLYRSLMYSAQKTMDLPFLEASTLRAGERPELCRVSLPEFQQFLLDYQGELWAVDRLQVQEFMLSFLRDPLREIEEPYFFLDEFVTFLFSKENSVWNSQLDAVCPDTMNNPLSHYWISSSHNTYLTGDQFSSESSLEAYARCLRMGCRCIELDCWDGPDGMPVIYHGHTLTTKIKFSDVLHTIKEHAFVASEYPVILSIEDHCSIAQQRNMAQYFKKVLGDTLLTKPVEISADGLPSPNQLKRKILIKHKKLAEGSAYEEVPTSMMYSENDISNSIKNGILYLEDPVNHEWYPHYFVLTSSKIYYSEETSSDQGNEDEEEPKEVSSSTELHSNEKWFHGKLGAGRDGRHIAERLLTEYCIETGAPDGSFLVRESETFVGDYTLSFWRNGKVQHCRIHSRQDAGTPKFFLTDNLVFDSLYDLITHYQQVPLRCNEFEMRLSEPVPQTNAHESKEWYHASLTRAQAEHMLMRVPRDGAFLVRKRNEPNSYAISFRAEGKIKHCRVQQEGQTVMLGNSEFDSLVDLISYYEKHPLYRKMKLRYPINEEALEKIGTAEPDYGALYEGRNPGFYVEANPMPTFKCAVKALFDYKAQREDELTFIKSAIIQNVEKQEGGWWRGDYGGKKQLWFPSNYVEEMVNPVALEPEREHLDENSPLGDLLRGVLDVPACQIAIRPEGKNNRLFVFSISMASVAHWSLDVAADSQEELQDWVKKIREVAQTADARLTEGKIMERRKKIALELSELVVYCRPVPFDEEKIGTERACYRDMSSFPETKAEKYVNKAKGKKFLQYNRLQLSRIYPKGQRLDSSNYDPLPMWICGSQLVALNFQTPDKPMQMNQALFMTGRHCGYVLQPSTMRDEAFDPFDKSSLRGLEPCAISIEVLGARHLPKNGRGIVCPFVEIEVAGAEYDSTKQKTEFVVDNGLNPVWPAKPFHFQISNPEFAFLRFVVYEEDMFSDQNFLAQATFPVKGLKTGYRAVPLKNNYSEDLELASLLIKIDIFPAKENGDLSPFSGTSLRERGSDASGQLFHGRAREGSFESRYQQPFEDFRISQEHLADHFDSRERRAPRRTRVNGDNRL
ASAP1 GAP inh = inhibitors of human ASAP1 ArfGAP activity; Q9ULH1; ASAP1-stimulated ARF1 GTP hydrolysis, GDP FP detection; inhibition, % at 16.5 µM; 360,000 compounds, 0.19% hits; AID 624377; in the data active means inhibition above about 25%;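 further: 0% = vehicle with enzyme and substrate and 100% = no enzyme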
MBD2 inh = blocks human MBD2 binding to methylated DNA | inhibition, % at 4.4 µM | TR-FRET, MBD2 binding to methylated oligonucleotide | 370,000 compounds, 0.31% hits | Q9UBB5; in the data active means inhibition above about 13%
UHRF1 binding = blocks human UHRF1 binding to methylated DNA | inhibition, % at 4.4 µM | Q96T88 | AID 687016 | UHRF1 binding to methylated oligo, TR-FRET | 370,000 compounds, 0.75% hits; in the data active means inhibition above about 21%;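 further: UHRF1 SRA domain binding a hemimethylated CpG hairpin DNA probe; 0% = median of test compound wells and 100% = reference inhibitor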
PLCb3 inh = PLC-beta3 (human) inhibition, primary screen; Q01970; Purified PLC-beta3, fluorogenic substrate, fluorescence; inhibition, % at 12.2 µM; 370,000 compounds, 0.18% hits; AID 720704; in the data active means inhibition above about 11%;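 further: 0% = median of compound wells on plate and 100% = full blocker control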
Tn7 DDE FP = DD(E)-Tn7 binding inhibition, primary FP screen | P02675 | FP displacement of FITC-Tn7 peptide from fibrin DD(E); 0% = median of compound wells per plate | inhibition, % at 8.3 µM | 370,000 compounds, 0.13% hits;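 active means inhibition above the mean of compounds falling within the control limits plus 3 SD of them, cut at about 14% in these data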;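 further: 0% = plate median of compound wells and 100% = 10 µM Aha-Tn7 peptide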
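Also added: labelled Tn7 tracer, 0.1 µM; Assay system: human fibrin DD(E) protein; Amount: 2 µM fibrin DD(E); Schedule: 10 min compound pre-incubation, 3 h probe incubation at room temperature; Repeats: one replicate per compound; Read-out basis: percent inhibition; Measured by: fluorescence polarization of the labelled Tn7 tracer.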
Starred values were filed as active, the others as inactive; nt = no result given. The order is random; about 4.1% have a hit in one of these screens.

cpd	Molecule	ASAP1 GAP inh	ARFGAP1 inh	Tn6 DDE FP	Tn7 DDE FP	ADAM17 inh	UHRF1 binding	KLK7 zymogen act	PLCg1 inh	PLCb3 inh	MBD2 inh
1	C#CCNC(=O)C1=C[C@@H](c2ccc(Br)cc2)C[C@@H](OCCCCO)O1	5	2	4	-3	-2	0	0.0	-2	-3	0
2	CCOC(=O)/C(C#N)=C\c1ccc(N2CCN(C/C=C/c3ccccc3)CC2)cc1	4	8	-2	9	-4	-2	-0.6	-11	-12	-3
3	N#CCCN(CCC#N)C(=O)COc1ccc(Cl)cc1Cl	-10	-8	4	-4	-2	2	-0.7	0	2	0
4	COc1cccc(CN2CC(C(=O)NCCn3cccn3)CCC2=O)c1 (configuration not stated)	0	-12	0	7	-3	-1	0.3	4	-2	-5
5	CC(C)C[C@H]1COc2cccc(N3CCSCC3)c2S(=O)(=O)N1C	nt	nt	-6	-3	-3	5	0.1	0	4	1
6	CC(NC(=O)c1ccc(F)cc1)C1CC2CCC1C2 (configuration not stated)	-8	12	2	1	-1	88*	0.1	1	-7	6
7	COc1cc2nc(NC(=O)c3ccccc3)[nH]c(=O)c2cc1OC	6	-2	-2	1	-5	-1	-0.2	-3	-4	0
8	O=C(CSc1nnc(-c2cccnc2)n1Cc1ccccc1)NCc1ccco1	0	-12	4	-3	-5	4	0.7	-4	-5	0
9	CCOC(=O)N1CCN(C(=O)C(C)n2nc(C)n3c(cc4sccc43)c2=O)CC1 (configuration not stated)	-12	-2	9	6	-4	-3	-0.3	0	-2	-8
10	COc1ccc(CNCc2cc(Cl)ccc2O)cc1	-19	13	6	7	-4	1	-0.3	4	1	0
11	CNC(=S)N/N=C(\C)c1ccc(N2CCOCC2)cc1	0	7	-11	-6	-5	-3	-0.7	-15	-19	1
12	O=C(COC(=O)c1ccco1)Nc1ccccc1	-1	19	-3	-2	-6	1	0.1	-1	0	6
13	S=c1sc(SCCOc2ccccc2)nn1-c1ccccc1	-4	9	0	6	1	2	-0.1	-2	2	-7
14	COc1ccc(S(=O)(=O)Cc2ccc(C(=O)N3CCN(c4ccccc4F)CC3)o2)cc1	-7	-11	0	8	-1	-1	0.2	4	5	-7
15	CCc1ccc(NC(=O)CCS(=O)(=O)c2ccc(Cl)cc2)cc1	-16	-1	1	1	1	-2	0.1	0	-6	3
16	COc1cc(C(=O)Nc2cccc(-c3nc4cc(C)ccc4o3)c2)cc(OC)c1OC	6	-1	-1	1	-1	6	0.6	-90	-4	7
17	CCCc1cc(CN(C)C(=O)CC2C(=O)NCCN2Cc2ccccc2C)[nH]n1 (configuration not stated)	4	8	3	5	-15	-1	-0.2	-33	-56	0
18	COC(=O)c1ccc(Cl)c(NC(=O)CN2CCN(C)CC2)c1	-15	1	-8	-3	-4	4	0.4	0	3	-2
19	CC(C)Cn1cnc2c(SCc3ccccc3Cl)nc(N)nc21	1	11	1	-3	3	0	0.8	3	3	1
20	COc1cccc(/C=C/c2onc(C)c2S(=O)(=O)N2CCC(C(=O)NC3CCCCCC3)CC2)c1	-10	10	2	1	1	-3	-0.3	-3	-8	-4
21	CCC1(c2ccccc2)NC(=O)N(CC(=O)Nc2ccc(S(=O)(=O)NC3=NCCCCC3)cc2)C1=O (configuration not stated)	4	0	15	-5	1	1	-0.1	0	-1	0
22	Cn1c(N2CCOCC2)c(/C=N/OC(=O)c2cccnc2Cl)c2ccccc21	9	9	6	-5	-4	-3	0.3	0	-6	-2
23	COc1ccc(S(=O)(=O)N2CCCCC2)cc1NC(=O)CSc1nnc(C2CC2)n1C	15	3	6	1	-4	4	-0.1	1	-4	-2
24	CC(C)CC(=O)NC(=S)Nc1ccc(N2CCOCC2)cc1	13	-6	-1	10	-2	3	-0.4	-1	0	-5
25	Cn1c(=O)oc2cc(S(=O)(=O)NC(Cc3ccccc3)C(=O)N3CCCCC3)ccc21 (configuration not stated)	5	5	4	-4	1	0	0.5	5	5	1
26	O=C(NCc1ccccc1F)Nc1nnc([C@@H]2C[C@H](O)[C@@H](CO)O2)s1	3	-5	1	-4	-2	-2	0.5	0	4	-3
27	CCOC(=O)c1c(NC(C)=O)sc2c1C1CCN2CC1	6	3	-2	0	-6	-1	0.3	-2	-2	0
28	COc1ccc(C2Nc3ccccc3C(=O)N2Cc2ccco2)cc1COc1ccccc1F (configuration not stated)	13	8	-1	1	-73	-2	-17	-142	-142	1
29	CC(C)N1CC(C(=O)Nc2nc3ccccc3s2)CC1=O (configuration not stated)	-12	-11	1	-1	-3	0	0.0	2	1	-6
30	O=C(COC(=O)C1CCCCC1)NCc1ccc(Cl)cc1	2	6	-1	6	-5	11	-0.7	2	-2	0
31	Cc1cccc(NC(=O)CN2CCC(C(=O)c3ccc4c(c3)OCCO4)CC2)c1	0	5	-1	-9	3	-1	0.7	1	-1	6
32	COc1ccc(C)cc1NC(=O)C(=O)N1CCCC1	-8	1	4	3	-3	0	0.3	0	-4	-6
33	NC(=O)c1nsc(C(=O)N(c2ccc(F)cc2)C(C(=O)NCC2CCCO2)c2ccc3ncccc3c2)c1N (configuration not stated)	-7	-2	8	7	-173	0	5.0	-175	-275	-4
34	CS(=O)(=O)Nc1ccc(C(=O)NCc2ccccn2)cc1	3	10	-10	-3	-3	6	-0.4	0	-1	0
35	CCN(CC)c1ccc(NC(=O)CSc2nc3ccccc3c(=O)n2-c2cc(S(=O)(=O)N(C)C)ccc2C)cc1	14	-10	5	6	10*	1	-0.7	0	3	2
36	Cc1[nH]n(-c2nc(-c3cccc([N+](=O)[O-])c3)cs2)c(=O)c1C	-1	0	2	-3	3	-4	0.4	-1	-2	0
37	c1cncc(N=c2scc(-c3cccc4ccccc34)n2CCCn2ccnc2)c1	-1	0	0	7	-4	-1	0.6	-4	-6	2
38	CC(C)NC(=O)c1cccc2c(-c3ccc(F)c(F)c3)coc12	-9	18	-11	4	-2	2	-0.5	6	1	8
39	COc1ccc(C(=O)Nc2nnc(S(=O)(=O)N3CCCCCC3)s2)cc1OC	2	3	0	-2	0	-1	0.5	-9	-3	-1
40	O=C(N/N=C/c1ccc(OC(=O)c2ccccc2)cc1)c1cccc(O)c1	15	11	-1	5	-1	-3	-0.1	13*	18*	5
41	CCN1CCCC1CNC(=O)C1c2ccccc2C(=O)N(CCOC)C1c1ccc(F)cc1 (configuration not stated)	7	-3	-5	-3	-5	0	0.5	1	1	-5
42	COC(=O)CCCC[C@@H]1O[C@H](CCc2ccccc2)CC2=C1C(=O)OC(C)(C)O2	4	-4	5	5	1	0	0.7	-1	1	0
43	CN1OC[C@@H]2CN3C(=Nc4cc(C(F)(F)F)cc(C(F)(F)F)c4)Sc4ccccc4[C@@H]3C[C@@H]21	3	12	12	7	2	0	0.8	2	-3	0
44	COc1ccc(NC(=S)N2CCN(Cc3ccccc3)CC2)cc1	-8	-2	-1	-8	0	-1	-0.2	7	1	-2
45	O=C(Cc1c(F)cccc1Cl)Nc1ccc(S(=O)(=O)N2CCOCC2)cc1	4	-5	3	2	-2	2	-0.5	-2	-6	0

Four compounds out of the list above, sorted by their value in KLK7 zymogen act, smallest number first:
cpd	Molecule	ASAP1 GAP inh	ARFGAP1 inh	Tn6 DDE FP	Tn7 DDE FP	ADAM17 inh	UHRF1 binding	KLK7 zymogen act	PLCg1 inh	PLCb3 inh	MBD2 inh
20	COc1cccc(/C=C/c2onc(C)c2S(=O)(=O)N2CCC(C(=O)NC3CCCCCC3)CC2)c1	-10	10	2	1	1	-3	-0.3	-3	-8	-4
29	CC(C)N1CC(C(=O)Nc2nc3ccccc3s2)CC1=O (configuration not stated)	-12	-11	1	-1	-3	0	0.0	2	1	-6
6	CC(NC(=O)c1ccc(F)cc1)C1CC2CCC1C2 (configuration not stated)	-8	12	2	1	-1	88*	0.1	1	-7	6
16	COc1cc(C(=O)Nc2cccc(-c3nc4cc(C)ccc4o3)c2)cc(OC)c1OC	6	-1	-1	1	-1	6	0.6	-90	-4	7

The results go on:
cpd	Molecule	ASAP1 GAP inh	ARFGAP1 inh	Tn6 DDE FP	Tn7 DDE FP	ADAM17 inh	UHRF1 binding	KLK7 zymogen act	PLCg1 inh	PLCb3 inh	MBD2 inh
46	COC(=O)c1ccc(S(=O)(=O)NCc2ccccn2)n1C	4	-5	3	2	-5	-3	0.2	0	-11	4
47	CC(C)(C)[C@H]1C=C(C(=O)NC2CC2)O[C@@H](OCCCCO)C1	5	-2	11	1	-1	1	0.1	-3	2	-1
48	CC(=O)N1CCN(CC(=O)Nc2sccc2C#N)CC1	-5	4	1	-1	-7	-1	0.9	-1	-3	0
49	Cc1cccc(C(=O)Nc2nnc(-c3ccco3)o2)c1	8	9	0	6	1	-2	-0.1	-3	1	-4
50	COC(=O)c1cc(=O)nc(NN=C2c3ccccc3-c3ccccc32)s1	17	10	1	4	2	-2	0.0	0	1	-4
51	COc1cccc(C(O)CC(N)=O)c1 (configuration not stated)	4	-3	-5	-6	-1	0	0.3	2	2	4
52	CCN(CCO)C(=O)CC1C(=O)NCCN1Cc1c(F)cccc1Cl (configuration not stated)	2	10	-5	-4	-3	0	0.2	2	0	-1
53	CC1(C)COC(c2coc3ccccc3c2=O)OC1	-7	-4	0	2	-1	3	1.4	-1	-2	2
54	CCOC(=O)C1(C)CCN1C(=O)c1ccccc1OC (configuration not stated)	6	4	-3	-13	2	-1	-0.8	3	5	-3
55	C/C(=N\NC(=O)c1nnn(-c2nonc2N)c1-c1cccs1)c1ccc(O)cc1	-13	12	-10	4	-2	-2	0.4	-6	-22	0
56	CN(C(=O)c1ccc(NC(=O)Cc2ccc(NC(=O)C3CCN(C(=O)CCc4ccccc4)CC3)cc2)cc1)C1CCCC1	11	10	-5	1	0	2	-0.5	-1	-2	-1

Arranged by SMILES length (low to high): three of the compounds above.
cpd	Molecule	ASAP1 GAP inh	ARFGAP1 inh	Tn6 DDE FP	Tn7 DDE FP	ADAM17 inh	UHRF1 binding	KLK7 zymogen act	PLCg1 inh	PLCb3 inh	MBD2 inh
49	Cc1cccc(C(=O)Nc2nnc(-c3ccco3)o2)c1	8	9	0	6	1	-2	-0.1	-3	1	-4
46	COC(=O)c1ccc(S(=O)(=O)NCc2ccccn2)n1C	4	-5	3	2	-5	-3	0.2	0	-11	4
50	COC(=O)c1cc(=O)nc(NN=C2c3ccccc3-c3ccccc32)s1	17	10	1	4	2	-2	0.0	0	1	-4

Screening data (PubChem BioAssay)
